PPARg SRC2 recr – agonists of PPARg-SRC-2 recruitment, primary screen, biochemical, HTS. Peroxisome proliferator-activated receptor gamma (Homo sapiens), P37231. PPARgamma LBD-SRC-2 recruitment. activation, % at 8 µM. 0.34% of 200,000 active. AID 1032, 2008; in the data active means activation above about 22%;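 further: 0% = vehicle and 100% = reference agonist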
Target sequence (P37231 whole entry, looked up, the tested form may be a part): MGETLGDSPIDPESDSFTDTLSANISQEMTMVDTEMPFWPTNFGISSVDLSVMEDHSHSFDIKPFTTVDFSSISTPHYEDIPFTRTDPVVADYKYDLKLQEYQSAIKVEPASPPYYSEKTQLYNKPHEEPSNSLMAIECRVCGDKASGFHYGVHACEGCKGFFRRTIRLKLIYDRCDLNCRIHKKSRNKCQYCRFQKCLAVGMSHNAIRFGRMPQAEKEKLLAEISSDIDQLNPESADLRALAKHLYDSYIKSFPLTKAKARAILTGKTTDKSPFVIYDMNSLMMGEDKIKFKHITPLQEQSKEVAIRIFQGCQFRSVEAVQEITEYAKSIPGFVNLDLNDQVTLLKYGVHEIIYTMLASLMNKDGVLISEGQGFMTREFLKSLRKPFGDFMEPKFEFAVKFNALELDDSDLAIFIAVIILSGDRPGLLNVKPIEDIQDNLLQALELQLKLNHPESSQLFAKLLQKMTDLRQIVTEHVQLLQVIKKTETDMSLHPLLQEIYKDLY
DTT redox prof – compounds producing H2O2 with reducing agent – biochemical, NIH compound library profiling, artefact control for MLSCN library redox annotation, primary screen; DTT-dependent redox cycling H2O2, phenol red/HRP absorbance; 100% = 100 µM peroxide control, 0% = buffer; activation, % at 10 µM; 0.03% of 200,000 active;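 active means activation of at least 50% relative to the plate's high and low controls in the primary single-dose screen; inactive means activation below 50%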;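 further: compound incubated with DTT at 0.8 mM final as the reducing agent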
Lmaj promast – Leishmania major promastigote growth inhibition, primary screen; 9% of 200,000 active; Leishmania major promastigotes, resazurin fluorescence viability; inhibition, % at 10 µM; in the data active means inhibition above about 50%;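 further: promastigotes grown with compound for 44 hours at 28 °C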
bIAP inhibitor – bovine intestinal alkaline phosphatase inhibitors, primary screen, selectivity assay for TNAP inhibitor project, biochemical, bovine IAP, CDP-star luminescence; alkaline phosphatase, intestinal [Bos taurus]; purified bovine IAP, 30 min; inhibition, % at 20 µM; 190,000 tested, under 10 active; AID 1019, 2008;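 active means over 50% inhibition of intestinal alkaline phosphatase at 20 µM in the single-dose screen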
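System: Purified bovine intestinal alkaline phosphatase (IAP) enzyme | Input: IAP diluted 1/65,000,000 in the well | Also added: CDP-star chemiluminescent phosphatase substrate, 30 µM final | Dosing: 20 µM single dose | Times: Enzyme reaction for 30 min at room temperature | Detection: Luminescence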
PPARg SRC1 recr – PPARgamma agonists recruiting SRC-1 coactivator, primary screen, biochemical. PPARgamma-SRC-1 coactivator recruitment biochemical assay. activation, % at 8 µM. 0.41% of 200,000 active. AID 631, 2007; in the data active means activation above about 19%;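 further: 0% = DMSO and 100% = reference agonist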
ROMK primary – ROMK potassium channel modulators, primary screen, cell-based, thallium flux, MLSMR library; Tet-inducible ROMK, thallium flux fluorescence; actives lie on both sides; ATP-sensitive inward rectifier potassium channel 1 (Homo sapiens), P48048; B-score at 10 µM; 2% of 130,000 active;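 active means signal ratio slope over the read window, or its plate-corrected B-score, at least 3 SD from the plate mean, either direction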;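 further: B-score of the F/F0 ratio slope over 7 to 12 s after thallium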
SRC2 TRFRET art – TR-FRET signal artefacts, primary screen, artefact control for PPARgamma SRC-2 agonist project, biochemical; TR-FRET ratio at 8 µM; 0.4% of 200,000 active; TR-FRET artefact counter-screen; stronger effect = higher value; AID 1049, 2008; in the data active means TR-FRET ratio above about 2000; further: inactives centre near 1500
S1P3 antagonist – S1P3 receptor antagonists, primary screen, cell-based. CHO S1P3 NFAT-BLA reporter, FRET fluorescence, antagonist mode. inhibition, % at 4.98 µM. 0.27% of 170,000 active;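 active means inhibition above the plate cutoff, the mean inhibition of test wells on that plate plus 3 SD, cut at about 28% in these data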;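 further: cells challenged with S1P at its EC80 of 0.8 µM; blue over green emission ratio from cleaved BLA substrate after 4 h stimulation; 0% = S1P-stimulated wells and 100% = unstimulated DMSO-only wells; some compounds past the cut are filed as inactive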
Target sequence (Q99500 whole entry, looked up): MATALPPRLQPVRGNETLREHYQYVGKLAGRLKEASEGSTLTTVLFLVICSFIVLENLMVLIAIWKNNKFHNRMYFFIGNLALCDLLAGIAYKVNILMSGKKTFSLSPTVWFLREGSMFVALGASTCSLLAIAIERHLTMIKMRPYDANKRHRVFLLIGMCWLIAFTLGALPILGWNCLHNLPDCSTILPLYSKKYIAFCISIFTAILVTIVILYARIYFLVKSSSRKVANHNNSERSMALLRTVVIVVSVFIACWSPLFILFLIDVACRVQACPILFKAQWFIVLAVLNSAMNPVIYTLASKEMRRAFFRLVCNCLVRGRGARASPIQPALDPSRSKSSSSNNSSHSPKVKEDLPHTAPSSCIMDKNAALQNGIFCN
bIAP activator – bovine intestinal alkaline phosphatase activators, primary screen, biochemical, bovine IAP, CDP-star luminescence; alkaline phosphatase, intestinal [Bos taurus]; purified bovine IAP, 30 min; stronger effect = higher value; fold of DMSO-control signal, blank-subtracted; activation factor at 20 µM; 0.17% of 200,000 active;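 active means activation factor of 2 or more at 20 µM, a signal rise over negative controls twice the positive control's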
TLR4-MyD88 BLA – inhibitors of TLR4-MyD88 association in cells, primary screen, cell-based, HeLa CL3-4, BLA complementation, FRET ratio; Toll-like receptor 4 (Homo sapiens) + Myeloid differentiation primary response protein …; HeLa CL3-4 TLR4/MyD88 BLA complementation; inhibition, % at 8.4 µM; 0.18% of 200,000 active; AID 861, 2007; in the data active means inhibition above about 25%;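 further: 0% = vehicle and 100% = reference inhibitor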
PPARg SRC3 recr – PPARgamma agonists recruiting SRC-3 coactivator, primary screen, biochemical; biochemical PPARgamma/SRC-3 coactivator recruitment assay; activation, % at 8 µM; Peroxisome proliferator-activated receptor gamma (Homo sapiens), P37231; 0.26% of 200,000 active; AID 731, 2007; in the data active means activation above about 23%;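 further: 0% = DMSO and 100% = reference agonist; some compounds past the cut are filed as inactive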
Starred values were filed as active, the others as inactive; . = not tested or not shown.

SMILES	PPARg SRC2 recr	DTT redox prof	Lmaj promast	bIAP inhibitor	PPARg SRC1 recr	ROMK primary	SRC2 TRFRET art	S1P3 antagonist	bIAP activator	TLR4-MyD88 BLA	PPARg SRC3 recr
Nc1ccc(C(=O)OCC(=O)N2CCc3ccccc3C2)cc1[N+](=O)[O-]	6	0.2	38	3	-4	-0.4	1524	6	1	1	1
CCOC(=O)C1(CCCc2ccccc2)CCN(C2CCN(C(C)=O)CC2)CC1	1	-1.0	78*	-2	2	-0.035	1679	-7	1	1	-4
CCOC(=O)N1CCN(S(=O)(=O)c2ccc(OCC)c(C)c2)CC1	-1	0.7	-4	5	1	-1	1453	11	1	-6	-6
Cc1ccnc(NS(=O)(=O)c2ccc(NC(=O)Cc3ccccc3)cc2)n1	-8	0.1	-7	1	-4	.	1283	2	1	-5	-2
O=C(Nc1ccc(Cl)cc1)OCc1cn(-c2ccc(Cl)cc2)nn1	0	1.5	-5	11	6	.	1496	.	0.9	-5	1
CC(C)CC(=O)Nc1ccc(C(=O)CN2CCC(C)CC2)cc1	-3	1.0	-5	-16	0	-0.12	1550	-17	1.2	12	2
Fc1cccc(Cl)c1CSc1nnc2ccccn12	-2	0.2	-1	-3	3	0.063	1260	-9	1	-8	-4
Cc1[nH][nH]c(=O)c1N=Nc1ccccc1	4	0.3	-5	8	7	0.31	1500	.	0.9	6	1
Cc1ccc(-c2nnn(CC(=O)N(CC(=O)NC3CCCC3)c3ccc(F)c(Cl)c3)n2)o1	-7	0.6	9	5	-3	.	1548	.	0.9	5	4
COc1ccccc1-c1cc(N)n(S(=O)(=O)c2ccc(F)c(C)c2)n1	3	-0.8	-3	9	4	.	1724	2	0.9	1	6
CC(=O)c1cn(-c2ccc(Cl)cc2)c(=O)n(Cc2ccc(Br)cc2)c1=O	-1	-0.1	9	0	3	-0.09	1488	-17	1	-8	-2
COc1cc(C(=S)N2CCCC2)ccc1O	0	-0.1	1	12	-4	0.38	1295	5	0.9	0	4
COC(=O)CN1C(=O)CSc2ncccc21	12	-5.7	-1	-6	0	-0.049	1569	0	1.1	-2	6
CC(C)CNc1nc(Oc2ccc(=O)n(C)n2)nc(N2CCOCC2)n1	1	-0.1	-3	1	-3	-0.79	1431	11	1	3	-2
CCCN1C(=O)/C(=C/c2ccc(C)s2)SC1=Nc1ccc(OC)cc1	4	-7.2	3	11	4	.	1620	.	0.9	-2	-1
CCOC(=O)c1c(C(C)(C)C)oc2ccc(O)cc12	4	2.6	100*	18	-8	.	1608	.	0.8	6	-1
O=C(NCCc1csc(-c2ccc(C(F)(F)F)cc2)n1)c1cccs1	1	1.1	10	31	5	.	1537	.	0.7	-1	1
Nc1nc(/C=C/c2cccnc2)nc(-c2ccccc2O)n1	-8	-1.1	23	-10	7	1.3	1689	5	1.1	-9	2
Cc1ccc(-n2nnnc2SCC(=O)c2cc(C)n(-c3cc(C)on3)c2C)cc1	-1	2.6	-7	9	6	.	1387	-19	0.9	3	11
Cc1ccc(C(=O)OCC(=O)Nc2c(C)n(C)n(-c3ccccc3)c2=O)cc1[N+](=O)[O-]	0	0.8	-2	10	2	-0.37	1605	-1	0.9	-6	0
Cn1c(=O)cc(OCCCC(=O)N2CCN(Cc3ccc4c(c3)OCO4)CC2)c2ccccc21	-3	0.1	12	-6	-1	.	1806	-14	1.1	1	0
Cc1ccc(S(=O)(=O)NCC(=O)OC(C)C(=O)Nc2ncc(Cl)cc2Cl)cc1 (stereo not drawn)	0	-3.2	1	-3	2	.	1299	.	1	0	-12
Cc1cc(C)nc(NC(=O)c2ccc(Cl)c(Cl)c2)n1	7	0.5	-3	-1	0	0.13	1641	.	1	1	6
CC(=O)NC(=S)Nc1ccc([N+](=O)[O-])cc1C	9	-0.3	-8	-2	0	1.6	1512	-15	1	5	2
COc1ccc(NC(=O)Cn2c(=O)n(CC(=O)NCc3ccco3)c(=O)c3ccccc32)cc1OC	-1	2.1	-6	8	9	.	1481	.	0.9	2	-2
CC(C)CNC(=O)CCCSc1nc2ccccc2[nH]1	4	-1.4	4	6	2	0.57	1466	-6	0.9	-5	7
O=C(COC(=O)c1c[nH]c(=O)[nH]c1=O)Nc1ccccc1	-5	0.7	6	0	-2	0.55	1200	8	1	-2	-1
Cc1ccc(S(=O)(=O)C(C#N)c2nc3ccccc3nc2N2CCN(C)CC2)cc1 (stereo not drawn)	10	0.1	-8	30	5	-0.2	1620	-9	0.7	1	5
CC(C)(C)C1=CC(=Nc2ccccc2N)C=C(C(C)(C)C)C1=O	2	0.1	46	-2	6	0.043	1527	-2	1	-6	7
Cc1ccc2nsnc2c1S(=O)(=O)N(Cc1ccco1)Cc1cc2ccc(C)c(C)c2[nH]c1=O	1	-0.1	20	1	6	0.75	1368	.	1	-4	-2
CCN(CC(=O)Nc1ccc(OC)cc1)C(=O)c1ccc([N+](=O)[O-])cc1	1	-0.3	-3	2	-3	-0.12	1460	6	1	0	2
CC(=O)Nc1cccc(OC(=O)N2CCOCC2)c1	-3	2.7	2	7	10	.	1482	6	0.9	-14	-3
COc1ccc(C2CC(c3ccccc3)=NN2S(=O)(=O)c2ccc(C)cc2)c(OC)c1 (stereo not drawn)	-5	1.2	26	-1	-9	0.62	1412	-9	1	4	1
CCOc1ccc(NC(=S)N2CCN(CCN3C(=O)c4cccc5cccc(c45)C3=O)CC2)cc1	0	-0.2	71*	-3	-5	-0.11	1491	-6	1	3	-3
Cc1ccc(/C=C2\Oc3cc(OC(=O)N4CCOCC4)ccc3C2=O)cc1	12	-0.1	-2	-6	10	.	1775	-5	1.1	0	1
CCN(CC)CCNc1ncnc2c1[nH]c1ccc(OC)cc12	-5	-0.2	25	.	7	-0.92	1494	.	.	10	12
COc1ccc(S(=O)(=O)N(Cc2cc3cc(C)ccc3[nH]c2=O)CC2CCCO2)cc1 (stereo not drawn)	5	1.0	-1	3	-3	-0.0043	1520	.	1	12	-1
O=S(=O)(c1ccccc1)N(Cc1nc(-c2ccccc2)no1)C1CCCCC1	-5	2.5	13	31	-1	-0.14	1357	21	0.7	-4	-3
Cc1ccc(Cn2nnc3c(=O)[nH]c(C(=O)NCc4ccco4)nc32)cc1	6	-0.5	-9	-18	4	.	1623	-11	1.2	0	0
Cc1ccccc1Oc1cccc(C(=O)/C(C#N)=C/N(C)C)c1	8	-0.1	-9	2	6	-0.7	1595	.	1	-7	3
O=c1oc2ccccc2c2c1SC(C(F)(F)F)C2 (stereo not drawn)	11	3.0	-3	5	-2	.	1516	.	0.9	11	2
Cc1ccc(C(=O)Oc2coc(CSc3nnc(NC(=O)c4cccs4)s3)cc2=O)cc1	7	-0.4	36	-1	7	0.63	1630	-12	1	-14	1
O=S(=O)(c1ccccc1)c1nc(-c2ccco2)oc1NCc1ccccc1	8	0.3	9	31	0	-1.5	1683	.	0.7	-1	6
CN(C)c1ccc(CNc2ccc3c(c2)ncn3C)cc1	17	-0.6	7	-13	6	-0.29	1487	.	1.1	-20	6
COc1ccccc1/C=N/n1cnnc1	-7	0.7	-3	-8	4	0.085	1438	-56	1.1	1	-4
Cc1ccc(C)c(NC(=S)N=Nc2c(O)n(C)c3ccc(S(=O)(=O)N4CCOCC4)cc23)c1	3	0.4	13	32	-3	.	1625	-12	0.7	-3	-5
CCCCNC(=O)Nc1ccc(Br)cn1	-1	-2.3	-1	17	0	.	1538	.	0.8	0	-2
C=CCn1c(CCc2ccc(OC(C)C)cc2)n[nH]c1=S	-5	-0.4	1	20	0	-0.0085	1687	-9	0.8	-3	7
O=C(CC1C(=O)OCN1C(=O)OCc1ccccc1)OCC(=O)c1ccccc1 (stereo not drawn)	1	1.5	-13	5	-2	.	1515	-15	0.9	6	2
Cc1ccc(NC(=O)Cn2cnc3sc(C(=O)NCc4ccco4)c(C)c3c2=O)cc1Cl	0	0.5	10	15	-5	1.3	1449	.	0.9	5	3
COCc1c(C(=O)N2CCN(c3ccc(C(F)(F)F)cn3)CC2)oc2ccccc12	5	1.0	-5	3	0	.	1540	.	1	-7	3
COc1cccc(N2CC(O)=C(c3ccccc3)C2=N)c1	8	0.5	-4	-10	6	.	1688	.	1.1	10	22
N=c1ccn(CC(=O)NC(N)=O)c2ccccc12	5	-8.5	-5	4	-1	.	1679	.	1	-12	13
Cc1cccc(Cn2cccc2/C=C2/C(=N)N3C=CSC3=NC2=O)c1	3	0.4	2	13	5	-0.56	1707	-5	0.9	-18	-1
Cc1cccc(CCNC(=O)CCNC(=O)Cn2ccc3ccccc3c2=O)c1	8	-1.0	-6	4	6	-0.53	1761	0	1	-6	6
CCNC(=S)N1CCC(NC(=O)c2ccco2)CC1	-1	-0.2	-1	7	1	0.25	1614	-21	0.9	15	-3
CC1=C(C(=O)OCCOC(C)C)C(c2cc3c(cc2Br)OCO3)CC(=O)N1 (stereo not drawn)	7	-3.5	98*	1	-3	.	1653	.	1	5	11
COC(=O)c1[nH]c2ccc(Cl)cc2c1NC(=O)C1CC1	13	-1.3	5	9	0	.	1781	.	0.9	5	4
O=C(Nc1ccc(S(=O)(=O)Nc2nccs2)cc1)c1ccc(S(=O)(=O)N2CCOCC2)cc1	-2	0.2	32	8	3	0.84	1637	1	0.9	4	1
CSc1nncc(/C(C)=N/O)n1	-6	1.8	-2	-26	-1	-0.1	1456	-2	1.3	3	2

New compounds follow
SMILES	PPARg SRC2 recr	DTT redox prof	Lmaj promast	bIAP inhibitor	PPARg SRC1 recr	ROMK primary	SRC2 TRFRET art	S1P3 antagonist	bIAP activator	TLR4-MyD88 BLA	PPARg SRC3 recr
Cn1c(SCc2nnc(-c3ccccc3Br)o2)nc2sc3c(c2c1=O)CCC3	4	-1.2	-3	-5	3	.	1564	-6	1	-12	2
O=c1cc(-c2ccccc2)[nH]n1-c1ccc([N+](=O)[O-])cc1	-6	-2.7	0	11	1	.	1468	.	0.9	10	6
COc1ccc(CN=Cc2c(C(=O)O)[nH]c3ccccc23)cc1	4	-1.0	1	-1	-2	0.13	1509	-15	1	13	1
CCOC(=O)c1cnc2ccc(C)cc2c1NCCO	3	-0.6	14	-5	4	.	1397	.	1.1	0	-2

3 compounds already listed, sorted by their value in DTT redox prof, ascending:
SMILES	DTT redox prof
O=c1cc(-c2ccccc2)[nH]n1-c1ccc([N+](=O)[O-])cc1	-2.7
Cn1c(SCc2nnc(-c3ccccc3Br)o2)nc2sc3c(c2c1=O)CCC3	-1.2
COc1ccc(CN=Cc2c(C(=O)O)[nH]c3ccccc23)cc1	-1.0

Assay outcomes from PubChem BioAssay.

Rows were taken by chance, and some 11% of all compounds hit somewhere here.
